KCNQ2 block – KCNQ2 potassium channel inhibitors, primary screen, cell-based, CHO-K1, FluxOR thallium flux, B-score (AID 2156). Potassium voltage-gated channel subfamily KQT member 2 (Rattus norvegicus), O88943. B-score at 10 µM. 20 min; active compounds read low. 310,000 compounds, 1.1% hits;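 active means fluorescence ratio B-score at most minus 3 library SDs, with starting brightness B-score within 2 library SDs, cut at about -5.5 in these data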
Kir21 block – inhibitors of mouse Kir2.1 inward-rectifier potassium channel; B-score at 10 µM; 310,000 compounds, 0.85% hits; Inward rectifier potassium channel 2 (Mus musculus), P35561; AID 1672, 2009; HEK293-Kir2.1, FluxOR thallium flux fluorescence; active compounds read low;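 active means fluorescence ratio B-score at or below minus 3 SD of library scores, with starting-brightness B-score within 2 SD, cut at about -4.2 in these data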;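 further: channel flux triggered by added potassium and thallium sulfate stimulus; B-score of peak minus minimum fluorescence over baseline after thallium stimulus; more negative B-score means stronger Kir2.1 block with less thallium influx; some compounds called inactive have numbers as strong as hits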
Target sequence (P35561 whole entry, looked up): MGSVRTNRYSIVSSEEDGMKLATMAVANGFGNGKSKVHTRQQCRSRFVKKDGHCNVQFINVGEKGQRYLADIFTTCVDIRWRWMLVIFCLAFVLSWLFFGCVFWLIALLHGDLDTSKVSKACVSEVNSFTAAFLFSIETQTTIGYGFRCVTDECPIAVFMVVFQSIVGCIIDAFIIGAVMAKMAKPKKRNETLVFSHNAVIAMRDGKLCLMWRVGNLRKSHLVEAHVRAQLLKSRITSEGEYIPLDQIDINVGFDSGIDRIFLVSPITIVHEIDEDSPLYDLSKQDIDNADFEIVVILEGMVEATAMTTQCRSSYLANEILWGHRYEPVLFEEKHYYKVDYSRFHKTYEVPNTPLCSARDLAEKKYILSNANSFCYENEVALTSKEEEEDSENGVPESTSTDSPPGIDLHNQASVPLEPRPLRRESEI
* marks the source's active call; other numbers are inactive results; i = inactive. No enrichment for hits; about 1.9% have a hit in one of these screens.

KCNQ2 block	Kir21 block	smiles
i	-0.14	Cc1ccc(S(=O)(=O)N(CC(O)CN2CCCCC2)c2cccc([N+](=O)[O-])c2)cc1 (stereo not drawn)
i	-3.4	O=C(COc1ccc(Oc2ccccc2)cc1)NCc1cn2ccccc2n1
i	-0.5	Cc1cc(C)cc(OCC(=O)Nc2ccc(S(=O)(=O)Nc3ccccn3)cc2)c1
i	0	CC1=NCCN1S(=O)(=O)c1cccc([N+](=O)[O-])c1
i	0.54	S=c1[nH]c(-c2ccc(Br)cc2)cn1CCc1ccccc1
i	-0.47	CCOC(=O)N1CCN(c2nc3ccccn3c(=O)c2C=O)CC1
i	2	Cc1cc(=O)n2[nH]c(N)c(N=Nc3ccccc3)c2n1
i	-2.9	CCn1cc(C(=O)OCC(=O)OC2CC(C)CCC2C(C)C)c(=O)c2ccc(C)nc21 (stereo not drawn)
i	0.04	COc1cccc(NC(=O)CSc2nc3c(oc4ccccc43)c(=O)[nH]2)c1
i	-0.81	O=c1cc2c(nn1Cc1ccc(F)cc1)-c1ccccc1CC2
i	-1	CCOC(=O)C(NC(C)=O)(N1CCc2ccccc2C1)C(F)(F)F (stereo not drawn)
i	0.85	CCOC(=O)c1sc(Nc2nc3c(F)cccc3s2)cc1C
i	1.7	CCCc1cc(-c2[nH]ncc2-c2ccc(C(=O)OCC)o2)c(O)cc1O
i	-1	O=C(c1ccco1)N1N=C(c2ccncc2)CC1(O)C(F)(F)F (stereo not drawn)
i	0.28	Cc1cc(C)c(C(=O)COC(=O)c2ccc(NC(=O)CC#N)cc2)cc1C
i	-0.86	CSCC[C@H](NC(=O)CCn1nnc2ccccc2c1=O)C(=O)O
i	-1.4	O=C(CCCN1C(=O)/C(=C/c2cccc(Br)c2)SC1=S)NCCCN1CCOCC1
i	-0.76	Cc1ccc(S(=O)(=O)N(CC(O)CN(C)C)c2ccccc2)cc1 (stereo not drawn)
i	0.99	Cc1ccc2c(Cl)cc(Cl)c(OCC(=O)OCC(=O)Nc3ccc(C#N)cc3)c2n1
i	1.5	C#CCOCCOCCOCCNc1nc(N2CCOCC2)nc(N2CCN(C(=O)[C@H](CCCCN)n3cc([C@@H](N)CO)nn3)CC2)n1
i	0.16	CC(C)C[C@H](NC(=O)C1(c2ccccc2)CCN(C(=O)OC(C)(C)C)CC1)C(=O)N1CCC[C@H]1C(=O)O
i	1.1	Cc1sc(NC(=O)c2ccco2)c(CN2CCN(Cc3ccccc3)CC2)c1C
i	0.02	O=c1[nH]c(-c2cccs2)nc2ccccc12
i	0.6	Cc1cccc(NC(=O)CCCNC(=O)c2ccc(Cl)cc2)n1
i	0.36	COc1ccc(CN(CCCN2CCOCC2)C(=O)Nc2cccc(Cl)c2)cc1OC
i	0.86	COc1ccccc1-c1nc(C(=O)NCC2CCCO2)cc2c1[nH]c1ccccc12 (stereo not drawn)
i	-1.3	COc1ccc(S(=O)(=O)N(CC(=O)N2CCN(C)CC2)c2ccc(C)cc2)cc1Br
i	1.3	O=C(c1cc2nc(-c3ccco3)cc(C(F)(F)F)n2n1)N1CCN(c2ccccn2)CC1
i	-0.44	O=C(NCc1cccc(Br)c1)C1CC(c2ccccc2[N+](=O)[O-])=NO1 (stereo not drawn)
i	-0.49	CSc1ccccc1C(=O)C1CCCN(C(=O)NC(C)C)C1 (stereo not drawn)

The listing continues:
KCNQ2 block	Kir21 block	smiles
i	0.34	Cc1noc(C)c1Cc1ccc(O)cc1
i	0.54	COc1ccc(NC(=O)c2ccc(Cc3ccc(C)cc3)o2)cc1
i	2.2	COc1cc(CNc2ccc(N3CCN(C(C)=O)CC3)cc2)ccc1OCc1ccc(F)cc1
i	1.2	COc1ccc(S(=O)(=O)NC2CCCC2)c(Cl)c1Cl
i	-0.68	COc1ccc(NC(=S)NC(C)C(c2ccccc2)N2CCOCC2)cc1 (stereo not drawn)
i	-0.74	O=C(Nc1nncs1)C1CC(=O)N(C2CCCC2)C1 (stereo not drawn)
i	0.22	Cc1ccc(OCC(=O)Nc2ccc(C)c(S(=O)(=O)N3CCCCCC3)c2)c([N+](=O)[O-])n1
i	1.4	O=C(Nc1cccc(NC(=O)c2ccccc2Cl)c1)c1ccco1
i	0.64	CCOC(=O)c1c(NC(=O)Cn2cnc([N+](=O)[O-])n2)sc2c1CCC(C)C2 (stereo not drawn)
i	1.4	O=C(CCN1C(=O)c2ccccc2C1=O)N1CCN(c2ccccc2)CC1
i	0.85	CN(C)CCCN(C(=O)c1ccc(S(=O)(=O)N2CCc3ccccc3C2)cc1)c1nc2c(F)cc(F)cc2s1
i	0.36	O=C(CN(c1ccccc1)S(=O)(=O)c1ccccc1[N+](=O)[O-])Nc1cccnc1
i	-0.71	NC(=O)CN1CCOCCOCCOCCOCCOCC1
i	2.4	CCOc1ccc2nc(Nc3nc4ccc(NC(C)=O)cc4s3)sc2c1
i	-0.05	CC(Sc1nnc(-c2cccs2)n1-c1ccccc1)C(=O)NCc1ccc2c(c1)OCO2 (stereo not drawn)
i	1.4	O=C(C1CCCN1S(=O)(=O)c1cccc2cccnc12)N1CCn2c1nc1ccccc12 (stereo not drawn)
i	0.9	COc1ccc(NC(=S)N(Cc2cccnc2)Cc2ccco2)cc1
i	0.41	COc1cc2[nH]c(=S)n(C3CCN(Cc4ccccc4)CC3)c(=O)c2cc1OC
i	-0.95	O=C(/C=C\c1ccccc1OC(=O)c1ccccc1F)c1cc2ccccc2o1
i	-0.06	Nc1ccc2c(c1)C(=O)N(CCCC(=O)O)C2=O
i	0	O=C(COC(=O)c1cnccn1)N=c1sccn1Cc1ccccc1Cl
i	2	COc1ccc2nc(NC(=O)c3cccc(OCc4c(C)noc4C)c3)sc2c1
i	-0.38	C=CCNc1nc(C(=O)OCC(=O)Nc2c(Cl)cccc2C(F)(F)F)cs1
i	0.85	CCOc1ccccc1NC(=O)c1cccc(S(=O)(=O)N(Cc2ccccc2)c2ccccc2OC)c1
i	-0.01	COc1cccc(Cn2c(=O)c3[nH]cnc3n(-c3ccccc3C)c2=O)c1
i	2.7	CCOc1ccc(NC(=O)/C=C/c2ccccc2)c([N+](=O)[O-])c1
i	1.3	CCOc1ccc(NC(=O)C2CCCN(c3nn4c(=O)cc(C)nc4s3)C2)cc1 (stereo not drawn)
i	-0.77	O=[N+]([O-])c1cccc(NC(=S)N2CCc3ccccc3C2)c1
i	0.66	COc1ccc(/C=C/c2ccc3cccc(O)c3n2)c(OC)c1OC
i	1.5	CCOc1ccc(CCNC(=O)CN2C(=O)NC3(CCCc4ccccc43)C2=O)cc1OCC (stereo not drawn)

Part of the list above, set out differently:
Fields – KCNQ2 block, Kir21 block
O=C(CCN1C(=O)c2ccccc2C1=O)N1CCN(c2ccccc2)CC1
  i, 1.4
CC(Sc1nnc(-c2cccs2)n1-c1ccccc1)C(=O)NCc1ccc2c(c1)OCO2 (stereo not drawn)
  i, -0.05
COc1cc2[nH]c(=S)n(C3CCN(Cc4ccccc4)CC3)c(=O)c2cc1OC
  i, 0.41
CCOc1ccc(NC(=O)/C=C/c2ccccc2)c([N+](=O)[O-])c1
  i, 2.7
CCOc1ccc2nc(Nc3nc4ccc(NC(C)=O)cc4s3)sc2c1
  i, 2.4
O=C(C1CCCN1S(=O)(=O)c1cccc2cccnc12)N1CCn2c1nc1ccccc12 (stereo not drawn)
  i, 1.4
NC(=O)CN1CCOCCOCCOCCOCCOCC1
  i, -0.71

(further entries)
KCNQ2 block	Kir21 block	smiles
i	0.07	Cc1ccc(/C=N/Nc2nc(Cl)c(Cl)cc2Cl)s1
i	1.3	CCCCNC(=O)c1ccc(C)c(NC(=O)C2=C(C)OCCS2)c1
i	0.45	COC(=O)c1c(C)c(OC(=O)c2c(C)cc(O)c(C=O)c2O)cc(C)c1O
i	-1	Cc1cc(C(=O)N/N=C/c2cc(Cl)cc([N+](=O)[O-])c2O)n[nH]1
i	0.68	Cc1ccc(-n2c(-c3ccncc3)n[nH]c2=S)cc1C
i	-0.61	CCOC(=O)C(C)c1ccc2cc(OC)ccc2c1 (stereo not drawn)
i	-0.1	O=C(OC(c1ccccc1)c1nccc2ccccc12)c1cc([N+](=O)[O-])cc([N+](=O)[O-])c1 (stereo not drawn)
i	-2.3	CC(C)C[C@H]1CN=C(Nc2ccccc2)N1CC1CCCCC1
i	0.73	O=S(=O)(c1ccc(S(=O)(=O)N2CCN(C/C=C/c3ccccc3)CC2)cc1)N1CCCC1
i	0.22	CCc1nc2oc(C(=O)c3ccccc3)c(N)c2c2c1COC(C)(C)C2
i	-1.4	CCOc1cc(CNCCCN2CCOCC2)ccc1OCC(=O)NC(C)(C)C
i	0.1	CC(C)c1ccc(NC(=O)[C@@H]2CCC(=O)N2C2OC(=O)c3ccccc32)cc1 (stereo partly drawn)
i	-0.06	O=C(Nc1ccc(C(=O)N2CCOCC2)cc1)c1cc(-c2cccnc2)nc2ccc(Br)cc12
i	0.57	Cc1c(NS(=O)(=O)c2ccc(N3CCN(C)CC3)c([N+](=O)[O-])c2)c(=O)n(-c2ccccc2)n1C
i	-0.16	c1ccc(-c2csc(NC3=NCCCCC3)n2)cc1
i	0.69	O=C(O)CC1c2ccccc2CCN1S(=O)(=O)c1ccccc1 (stereo not drawn)
i	2.5	CCOc1ccc(S(=O)(=O)N2CCN(C(=O)c3cc4c(s3)CCCC4)CC2)cc1
i	-0.2	O=C(CSC1=N/C(=C/c2ccco2)C(=O)N1c1ccc(OC(F)F)cc1)NC1CCS(=O)(=O)C1 (stereo not drawn)
i	0.47	CCCCN(C1CCS(=O)(=O)C1)S(=O)(=O)c1ccc(C(C)C)cc1 (stereo not drawn)
i	0.23	Cc1onc(-c2c(F)cccc2Cl)c1C(=O)Nc1nnc(C2CC2)s1
i	-0.2	O=c1[nH]c2ccc(S(=O)(=O)Nc3ccc(Cl)cc3)cc2[nH]1
i	0.11	O=C(CCN1C(=O)c2ccccc2C1=O)N1CCN(Cc2ccccc2)CC1
i	-0.19	O=C(NNC(=O)c1ccccc1O)c1ccc(NS(=O)(=O)c2ccc(F)cc2)cc1
i	-0.91	CC(=O)N1CCN(c2ccc(S(=O)(=O)N3CCCCC3)cn2)CC1
i	-0.43	Cc1cc(=O)oc2cc(OC(=O)CCCCCN3C(=O)c4ccccc4C3=O)ccc12
i	-0.01	CN1CCN(CCCNC(=O)Cn2nc(-c3ccccc3)ccc2=O)CC1
i	1	Cc1ccc(C(=O)N/C(=C/c2cn(-c3ccccc3)nc2-c2ccccc2)C(=O)O)cc1
i	1.6	Cc1cc(C)cc(NC(=O)Cn2nnc(C(=O)NCc3cccs3)c2N)c1
i	0.43	CC(C)(C)C(=O)NC1(C(F)(F)F)NC(=O)N(c2ccc(F)cc2)C1=O (stereo not drawn)
i	0.64	Cc1c(O)ccc2c(CN3CCN(C/C=C/c4ccccc4)CC3)cc(=O)oc12

New compounds follow.
KCNQ2 block	Kir21 block	smiles
i	-0.52	C=CCN1C(=O)C(CC(=O)NCC)SC1=Nc1ccccc1CC (stereo not drawn)
i	0.55	O=C(Nc1ccc(S(=O)(=O)N2CCOCC2)cc1)c1ccc2ncsc2c1
i	0.32	Cc1cccn2c(=O)c3cc(C(=O)NC(C)c4ccccc4)c(=N)n(CCCn4ccnc4)c3nc12 (stereo not drawn)
i	0.35	COc1ccc(Cn2nnnc2C(c2ccccc2)N2CCN(C3CCCC3)CC2)cc1 (stereo not drawn)
i	0.35	COC(=O)CSc1nnc(-c2ccc(S(=O)(=O)NCc3cccs3)cc2)o1
i	-0.93	COc1ccccc1CNC(=O)CN1C(=O)c2cccc(N)c2C1=O
i	0.07	COCCCNC(=O)CS(=O)(=O)Cc1nc(-c2ccccc2C)oc1C
i	0.01	CC(=O)C1=C(C)NC(SCC(N)=O)=C(C#N)C1c1ccco1 (stereo not drawn)
i	1.6	O=C(c1ccc(F)cc1)c1cnc(Nc2ccccc2)s1
i	-0.86	Cc1nnc(NC(=O)c2ccccc2NC(=O)c2ccccc2)s1
i	-3.8	Nc1c(C(=O)NC2CCCCC2)nsc1C(=O)OCC(=O)NC1CCCCC1
i	-0.16	Cc1nnc(SCC(=O)NCCOc2ccc(Cl)cc2)n1-c1ccccc1
i	1.8	CC(C)n1nc(C(=O)NCCCN2CCCC2=O)c2ccccc2c1=O
-8.3*	0.08	CCc1ccc(-c2csc(NC(=O)C3CCCO3)c2C(=O)OC(C)C)cc1 (stereo not drawn)
i	1.1	O=C(O)C(O)(c1ccccc1)C(O)c1ccccc1 (stereo not drawn)
i	-0.51	CN(C)/N=C/C=C1\CC/C(=C\c2ccc(Br)cc2)C1=O
i	0.97	COc1cccc(N2CCN(C(=O)NC3CCCCC3)CC2)c1
i	2.7	O=C(O)COc1ccccc1/C=N/NC(=O)c1ccc(F)cc1
i	-2.1	COc1ccc(NC(=O)CN(C)C(=O)c2cn(-c3ccccc3)nc2-c2cccnc2)cc1
i	0.89	CC(=O)NC(=S)Nc1ccc(NC(=O)COc2ccc(Cl)cc2Cl)cc1
-5.7*	-0.08	O=C(CN(Cc1ccco1)C(=O)c1cccc(Cl)c1)Nc1c(Cl)cc(Cl)cc1Cl
i	0.16	O=c1[nH]c2cc3c(cc2cc1CN(CCO)S(=O)(=O)c1ccccc1Cl)OCCO3

Entries listed so far with a cyano group, in the order listed:
KCNQ2 block	Kir21 block	smiles
i	0.28	Cc1cc(C)c(C(=O)COC(=O)c2ccc(NC(=O)CC#N)cc2)cc1C
i	0.99	Cc1ccc2c(Cl)cc(Cl)c(OCC(=O)OCC(=O)Nc3ccc(C#N)cc3)c2n1
i	0.01	CC(=O)C1=C(C)NC(SCC(N)=O)=C(C#N)C1c1ccco1 (stereo not drawn)

Bioassay records deposited in PubChem by Johns Hopkins Ion Channel Center.
